GFP derepression: epigenetic modulators derepressing GFP locus in mouse cells; 0.09% of 68,000 active; AID 597; mouse C127i GFP locus derepression, cytometry, 30 h; Potency, µM (titrated, usually from 46.1 µM), inactives show at the top dose GFP derepression (activation); active = well fitted curve in the direction sought with a large enough effect; inconclusive = small, poorly fitted or top-dose-only effect; note: % of control where 0% means no effect
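Locus derepression in mouse mammary C127i cells whose integrated CMV-GFP reporter is normally silent; GFP expression after 30 h compound treatment was quantified by counting fluorescent cells.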
* hit, by the source's call; ? = inconclusive; [ ] = remark or other dose. Not all compounds are listed (hit frequency here may not be typical).

molecule	GFP derepression
CCOC(=O)c1cc2c(=O)n3cccc(C)c3nc2n(Cc2cccnc2)c1=N	2.3%[20.6 µM]
CCCn1c(SCC(N)=O)nc2c(c1=O)C1(CCCC1)Cc1ccccc1-2	-4.5%[20.6 µM]
COc1ccc(OC)c(C2=Nn3c(nnc3-c3ccco3)SC2)c1	23.1%[20.6 µM]
O=C(CN1C(=O)c2ccccc2C1=O)NCc1ccccn1	-2.3%[20.6 µM]
COc1ccc(CN(C)CCc2ccccn2)c(OC)c1OC	5.9%[20.6 µM]
CNS(=O)(=O)c1cccc2nsnc12	3.7%[20.6 µM]
COc1ccc(CNC(=O)c2c(C)cc(=O)oc2C)cc1OC	0.0%[20.6 µM]
COc1cc(C(=O)OCCN2CCCCC2)ccc1O	-3.8%[20.6 µM]
CN1C2C=C3C(C#N)=C(N)C(C#N)(C#N)[C@@H](c4ccc(Cl)cc4)[C@@H]3C1CC2 (some centres undefined)	0.2%[20.6 µM]
Cc1cccc(-c2nnc3n2N=C(c2ccccc2)CS3)c1	3.8%[20.6 µM]
COc1ccc(OC)c(NC(=O)CSc2nnc(-c3ccco3)n2-c2ccc(C(=O)O)cc2)c1	-6.9%[20.6 µM]
CCC1(C)Cc2c(sc3c2c(=O)n(C)c2nnc(SCc4ccccc4)n32)CO1 (centres undefined)	0.0%[20.6 µM]
CC(C)c1nc(N2CCOCC2)c(C#N)c2c1COC(C)(C)C2	4.8%[20.6 µM]
Nc1nc2n(n1)C(c1cccs1)CC(c1ccc(Br)cc1)N2 (centres undefined)	13.7%[20.6 µM]
COc1ccc(/C(O)=C2/C(=O)C(=O)N(c3ncccn3)C2c2ccc(OC)c(OC)c2)cc1 (centres undefined)	-5.0%[20.6 µM]
N#C/C(=N\O)c1nc(-c2ccccc2)cs1	-3.8%[20.6 µM]
N#CC(C(=O)NC1CCCCC1)c1nc2ccccc2nc1N1CCN(c2ccccc2F)CC1 (centres undefined)	0.0%[20.6 µM]
CC1CCN(c2ncnc3c2cnn3Cc2ccc(Cl)cc2)CC1	9.6%[20.6 µM]
CCOC(=O)c1ccc(N=Cc2nc(-c3ccccc3)oc2OC(C)=O)cc1	0.0%[20.6 µM]
Nc1c(C(=O)NCC2CCCO2)c2nc3ccccc3nc2n1/N=C/c1ccncc1 (centres undefined)	-0.6%[20.6 µM]
Clc1cccc(-c2nn3c(-c4cccc(Cl)c4)nnc3s2)c1	-6.0%[20.6 µM]
Fc1ccc2[nH]c3c(N4CCN(Cc5ccc6c(c5)OCO6)CC4)ncnc3c2c1	3.8%[20.6 µM]
O=C(CC(c1ccccc1)c1ccco1)N1CCOCC1 (centres undefined)	-11.0%[20.6 µM]
COC(=O)CC1=C(C(=O)OC)C(c2ccncc2)C(C#N)=C(N)O1 (centres undefined)	-2.6%[20.6 µM]
C=CCOC(=O)C1=C(C)NC(SCC(=O)N(CC)CC)=C(C#N)C1c1ccccc1 (centres undefined)	-1.5%[20.6 µM]
CCN(CC)c1nc(-c2cccc(OC)c2O)nc2ccccc12	-7.2%[20.6 µM]
O=C(Nc1nc(NC(=O)c2ccco2)n(-c2ccccc2)n1)c1ccccc1	-3.8%[20.6 µM]
COc1ccc(-c2nnc3sc(-c4ccccc4OC)nn23)cc1	3.8%[20.6 µM]
COC(=O)c1ccc(-c2sc3nc(N4CCOCC4)c4c(c3c2N)CCCC4)o1	5.3%[20.6 µM]
CCc1cc(=O)oc2c(CN3CCCC3)c(O)c(Cl)cc12	-1.6%[20.6 µM]
CCOC(=O)CSc1nc(-c2ccncc2)ccc1C#N	-0.4%[20.6 µM]
COC(=O)/C=c1/s/c(=C(/C#N)C(=O)N2CCCCC2)n(-c2ccccc2)c1=O	-2.3%[20.6 µM]
Cc1cc(C)n2c3c(c(C#N)c2n1)CC(C)(C)OC3	2.6%[20.6 µM]
CCOC(=O)CSc1nc(N)c2c3c(sc2n1)CCCC3	-2.4%[20.6 µM]
CCOC(=O)c1ccc(N2C(=O)CC(Sc3nnc(C)s3)C2=O)cc1 (centres undefined)	10.5%[20.6 µM]
CCCN(CCC)c1nc2ccccc2nc1C(C#N)C(=O)OC(C)COC (centres undefined)	-6.5%[20.6 µM]
CCOc1ccc(C2C(C(=O)c3ccc(C)o3)=C(O)C(=O)N2CCN2CCOCC2)cc1OC (centres undefined)	2.2%[20.6 µM]
O=C(Nc1ccccn1)c1ccc(=O)[nH]n1	-2.6%[20.6 µM]
Cn1c(=O)c2c(nc(Oc3ccc4c(c3)OCO4)n2Cc2ccc(Br)cc2)n(C)c1=O	0.0%[20.6 µM]
CCOC(=O)c1sc2c(c1C)c(=O)c(C(=O)OCC)cn2CC	-2.3%[20.6 µM]
O=C(c1cc(N2CCCCC2)nc2ccccc12)N1CCOCC1	5.3%[20.6 µM]
CCOC(=O)c1cc2cc(OC)ccc2[nH]1	5.7%[20.6 µM]
CC(C)(C)NC(=O)CSc1nsc(SCC(=O)NC(C)(C)C)c1C#N	0.0%[20.6 µM]
COc1cc(S(=O)(=O)N2CCN(C)CC2)c(OC)cc1Br	-0.4%[20.6 µM]
CC(C)CNC(=O)c1c(N)n(/N=C/c2cccnc2)c2nc3ccccc3nc12	6.1%[20.6 µM]
CCSc1nnc(NC(=O)NCC(F)(F)F)s1	4.8%[20.6 µM]
CC(=O)OCC(=O)[C@@]12OC3(CCCC3)O[C@@H]1C[C@H]1[C@@H]3CCC4=CC(=O)C=C[C@]4(C)[C@@]3(F)[C@@H](O)C[C@@]12C	-3.8%[20.6 µM]
CCN(CC)c1ccc2cc(-c3nnc(-c4ccncc4)o3)c(=O)oc2c1	2µM*
CCOC(=O)COn1c(=O)c(-c2ccc(OC)c(OC)c2)[n+]([O-])c2ccccc21	5.7%[20.6 µM]
C[C@H]1C[C@H]2[C@@H]3CCC4=CC(=O)C=C[C@]4(C)[C@@]3(Cl)[C@@H](O)C[C@]2(C)[C@@]1(O)C(=O)CO	11.5%[20.6 µM]
O=C(O)c1ccc(COc2c(F)c(F)c(F)c(F)c2F)o1	-3.8%[20.6 µM]
O=C(NCCN1CCCCC1)/C(=N\O)c1ccccc1	0.0%[20.6 µM]
CC(C)OC(=O)C(C#N)c1nc2ccccc2nc1N1CCN(Cc2ccc3c(c2)OCO3)CC1 (centres undefined)	3.8%[20.6 µM]
CCNC(=O)c1cc2c(=O)n3cccc(C)c3nc2n(CCc2ccccc2)c1=N	0.0%[20.6 µM]
CCn1cc(C(=O)NCCCN(C)C)c(=O)c2cc(F)c(N3CCN(C)CC3)cc21	0.0%[20.6 µM]
CN1C(=O)c2c(sc3c2CCCC3)NC1c1ccccc1O (centres undefined)	0.0%[20.6 µM]
CCOC(=O)C1/C(=N\O)CC(C)(O)C(C(=O)OCC)C1c1ccc(N(C)C)cc1 (centres undefined)	2.6%[20.6 µM]
COc1ccc(-c2nnc3sc(COc4ccccc4)nn23)cc1	0.0%[20.6 µM]
CC1(C)Cc2c(c(-c3ccccc3Cl)[nH]c(=O)c2C#N)CO1	0.0%[20.6 µM]
Cn1c(SCC(=O)N2CCOCC2)nnc1-c1ccc(Cl)cc1Cl	5.1%[20.6 µM]

Following part:
molecule	GFP derepression
CN(C)/C=C1\N=C(c2ccc(Cl)cc2Cl)OC1=O	15.5%[20.6 µM]
COc1ccc(OCC(O)CN2C(=O)NC(C)(C)C2=O)cc1 (centres undefined)	-1.4%[20.6 µM]
CCN(CC)CCN1C(=O)C(O)=C(C(=O)c2cccs2)C1c1ccccn1 (centres undefined)	2.2%[20.6 µM]
Cc1cc(N2C(=O)C(=O)/C(=C(/O)c3ccc(F)cc3)C2c2cccc(Br)c2)no1 (centres undefined)	6.1%[20.6 µM]
CCOC(=O)C1=C(CSc2nc(-c3ccncc3)ccc2C#N)OC(N)=C(C#N)C1c1cccnc1 (centres undefined)	-4.8%[20.6 µM]
CCN1CCc2c(C#N)c(N3CCCCC3)nc(NCc3ccccc3)c2C1	2.8%[20.6 µM]
Cc1nc2sc3c(NCc4ccco4)ncnc3c2c2c1COC(C)(C)C2	2.4%[20.6 µM]
CN1CCc2nc(SCC(=O)Nc3ccc(Cl)cc3)c(C#N)cc2C1	-1.6%[20.6 µM]
C=CCc1cccc(CNc2nc3ccccc3n2C(C)C)c1O	0.0%[20.6 µM]
COC(=O)c1ccc(C2/C(=C(\O)c3ccc4c(c3)OCCO4)C(=O)C(=O)N2CCCN(C)C)cc1 (centres undefined)	3.8%[20.6 µM]
CCN1CCc2c(C#N)c(N3CCOCC3)nc(NCCO)c2C1	10.2%[20.6 µM]
COCc1[nH]nc2c1C(c1ccc(OC)cc1)C(C#N)=C(N)O2 (centres undefined)	-2.6%[20.6 µM]
CC(C)OC(=O)C(C#N)c1nc2ccccc2nc1N1CCCC1 (centres undefined)	-1.3%[20.6 µM]
COCCN(Cc1ccccc1)P(=O)(O)c1ccccc1OCC(=O)O	0.0%[20.6 µM]
CCCCCNC(=O)C(C#N)c1nc2ccccc2nc1N1CC(C)OC(C)C1 (centres undefined)	4.8%[20.6 µM]
CCCCC(CCC(=O)Nc1ccc(C(=O)OCC)cc1)C(=O)O (centres undefined)	6.0%[20.6 µM]
COC(=O)c1[nH]c2cc(OC)ccc2c1NC(=O)CN1CCN(c2cccc(C)c2)C(C)C1 (centres undefined)	-3.8%[20.6 µM]
CCOC(=O)c1n[nH]c2ccccc12	0.0%[20.6 µM]
COC(=O)CNc1nc(-c2cccnc2)nc2ccccc12	2.6%[20.6 µM]
CCCCOc1ccc(C(=O)Nn2cnnc2)cc1	-4.8%[20.6 µM]

Not a retest: an excerpt of the list.
molecule	GFP derepression
CN(C)/C=C1\N=C(c2ccc(Cl)cc2Cl)OC1=O	15.5%[20.6 µM]
COc1ccc(OCC(O)CN2C(=O)NC(C)(C)C2=O)cc1 (centres undefined)	-1.4%[20.6 µM]
CCN(CC)CCN1C(=O)C(O)=C(C(=O)c2cccs2)C1c1ccccn1 (centres undefined)	2.2%[20.6 µM]
Cc1cc(N2C(=O)C(=O)/C(=C(/O)c3ccc(F)cc3)C2c2cccc(Br)c2)no1 (centres undefined)	6.1%[20.6 µM]
CCOC(=O)C1=C(CSc2nc(-c3ccncc3)ccc2C#N)OC(N)=C(C#N)C1c1cccnc1 (centres undefined)	-4.8%[20.6 µM]
CCN1CCc2c(C#N)c(N3CCCCC3)nc(NCc3ccccc3)c2C1	2.8%[20.6 µM]
Cc1nc2sc3c(NCc4ccco4)ncnc3c2c2c1COC(C)(C)C2	2.4%[20.6 µM]
CN1CCc2nc(SCC(=O)Nc3ccc(Cl)cc3)c(C#N)cc2C1	-1.6%[20.6 µM]
C=CCc1cccc(CNc2nc3ccccc3n2C(C)C)c1O	0.0%[20.6 µM]
COC(=O)c1ccc(C2/C(=C(\O)c3ccc4c(c3)OCCO4)C(=O)C(=O)N2CCCN(C)C)cc1 (centres undefined)	3.8%[20.6 µM]
CCN1CCc2c(C#N)c(N3CCOCC3)nc(NCCO)c2C1	10.2%[20.6 µM]
COCc1[nH]nc2c1C(c1ccc(OC)cc1)C(C#N)=C(N)O2 (centres undefined)	-2.6%[20.6 µM]
CC(C)OC(=O)C(C#N)c1nc2ccccc2nc1N1CCCC1 (centres undefined)	-1.3%[20.6 µM]

The list continues.
molecule	GFP derepression
COC(=O)c1ccc(C2/C(=C(/O)c3ccc(OC)cc3)C(=O)C(=O)N2c2cc(C)on2)cc1 (centres undefined)	6.7%[20.6 µM]
CCN(CC)c1ccc(-c2nn3c(-c4cccnc4)nnc3s2)cc1	0.0%[20.6 µM]
COc1ccc2c(c1OC)C(=O)N1c3ccccc3SC21 (centres undefined)	10.5%[20.6 µM]
CCCCOC(=O)C(C)c1c(C)[nH]c(=S)[nH]c1=O (centres undefined)	9.8%[20.6 µM]
Cc1cc(/C=N\O)c(C)n1-c1ccncc1	-7.1%[20.6 µM]
Cc1nc2c(o1)CCc1ccccc1C2O (centres undefined)	-2.6%[20.6 µM]
N#Cc1c(N2CCOCC2)nc(-c2ccco2)c2c1CCCC2	-2.6%[20.6 µM]
CCCCC1(C(=O)OCC)CC(CN2CCOCC2)OC1=O (centres undefined)	19.2%[20.6 µM]
COc1ccccc1-n1c(N)c(C(=O)NCC2CCCO2)c2nc3ccccc3nc21 (centres undefined)	2.3%[20.6 µM]
CCN1CCN(c2nc3c(C)cccn3c(=O)c2/C=C(\C#N)S(=O)(=O)c2ccccc2)CC1	-3.7%[20.6 µM]
COc1ccc2c(c1)C1(C)CC(C)(C)N2C(=O)N1c1ccccc1 (centres undefined)	-0.4%[20.6 µM]
O=C(O)C(O)c1ccco1 (centres undefined)	-0.5%[20.6 µM]
CNc1oc(-c2cccs2)nc1C#N	1.5%[20.6 µM]
Cc1cc(-c2ccc(F)cc2)nc2cc(C(N)=O)nn12	2.4%[20.6 µM]
Cc1ccc(S(=O)(=O)/C(C#N)=C/c2c(N3CCN(C)CC3)nc3ccccn3c2=O)cc1	11.5%[20.6 µM]
CC1(C)Cc2c(oc3ncn4ncnc4c23)CO1	0.0%[20.6 µM]
CC(=O)/C(C#N)=C1\NC(=O)C(Cc2ccccc2)S1 (centres undefined)	2.2%[20.6 µM]
COc1ccccc1Nc1ncc(-c2cccs2)s1	0.0%[20.6 µM]
CC1(C)Cc2c(c(N3CCOCC3)nc3snc(Br)c23)CO1	-2.2%[20.6 µM]
O=C(NCc1ccco1)c1cnn2c1NC(c1ccccc1)CC2C(F)(F)F (centres undefined)	5.3%[20.6 µM]
c1cc(-c2nnc3sc(C4CCCCC4)nn23)ccn1	0.0%[20.6 µM]
CC(C)C[C@H]1C(=O)N2CCC[C@H]2[C@]2(O)O[C@](NC(=O)[C@@H]3C=C4c5cccc6[nH]c(Br)c(c56)CC4N(C)C3)(C(C)C)C(=O)N12 (some centres undefined)	?
CC(C)(C)C1=Nn2c(nnc2-c2ccco2)SC1	0.0%[20.6 µM]
